# Rab9 promoter act – qHTS Assay for Rab9 Promoter Activators | Huh7 Rab9 promoter-luciferase reporter, luminescence, 24 h | hit rate 2.8% among 320,000 | Potency, µM (highest dose often 9.22 µM), inactives show at the top dose activation, negative = inhibition, most hits filed as activators | AID 485297, 2010; also: % of control where 0% means no effect; nearly all actives have a fitted effect of over 60% in size
#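 Cells were plated at 1500 per well in reduced-serum medium with 10% FBS and left 2 h. Compound in DMSO was then added for 24 h at 37 °C. Reporter signal was read by luminescence after 10 min with luciferase detection reagent.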
# ELG1 genotoxic – qHTS screen for small molecules that induce genotoxicity in human embryonic kidney (HEK293T) cells expressing luciferase-tagged ELG1 | Potency, µM (top dose mostly 46 µM), for the others: top-dose activity change, positive = activation, most hits filed as activators | hit rate 1.3% among 330,000 | HEK293T ELG1-luciferase reporter, luminescence, 16 h; also: % of control where 0% means no effect; nearly all actives have a fitted effect of over 60% in size
#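 Luminescence read-out: rising ELG1-luciferase signal, reflecting elevated ELG1 protein under genetic stress, flags genotoxic compounds. Cells were treated for 16 hr at 37 °C before ONE-Glo detection.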
# BRCA1 expr up – qHTS Assay to Identify Small Molecule Activators of BRCA1 Expression; MCF7-BRCA1-FFLuc reporter, luminescence, 48 h; response scale: scaled: vehicle 0%, 10 µM genistein 100%; Potency, µM (titrated, usually from 46.1 µM), inactives show at the highest dose activation, usual class: activators; hit rate 1.1% among 380,000; AID 624202, 2012; also: nearly all actives have a fitted effect of over 80% in size; some results filed as inactive show a strong effect at the top dose
#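 Luminescence from a BRCA1-driven firefly luciferase in MCF7 cells was the read-out, taken 15 min after substrate addition following 48 h compound exposure at 37 °C. Data were normalized to a 10 microM genistein control and DMSO vehicle.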
# Gal4-VP16 FLuc – VP16 counterscreen qHTS for inhibitors of ROR gamma transcriptional activity. AID 2546, 2010. Drosophila S2 Gal4-VP16 UAS-luciferase, luminescence, 20 h. Potency, µM (top dose mostly 53.6 µM), for inactives: at the top dose activity, negative = inhibition, most hits filed as inhibitors. hit rate 3.5% among 310,000;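 also: Gal4-VP16 expression switched on by copper sulfate through the metallothionein promoter; % is scaled to controls: 0 for no effect and ±100 for the full control effect; nearly all actives have a fitted effect of over 50% in size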
# MBNL1 CUG block – qHTS Assay for Inhibitors of MBNL1-poly(CUG) RNA binding; Muscleblind-like protein 1 (Homo sapiens), Q9NR56; hit rate 0.036% among 280,000; AID 2675, 2010; TR-FRET MBNL1-His/biotin-(CUG)12 binding, 665/545 ratio; Potency, µM (titrated, usually from 57.5 µM), without a hit: top-dose activity change, negative = inhibition, actives largely listed as inhibitors; active = well fitted inhibition curve with a large enough effect in the signal ratio, with a control signal flat, not every such curve was filed as active; inconclusive = small, poorly fitted or top-dose-only effect, or effect the other way, or a change in a side signal; inactive = no such curve, though single readings can be large or run the other way; the % refers to the signal ratio; also: % is scaled to controls: 0 for no effect and ±100 for the full control effect
# Target sequence (Q9NR56 whole entry, looked up): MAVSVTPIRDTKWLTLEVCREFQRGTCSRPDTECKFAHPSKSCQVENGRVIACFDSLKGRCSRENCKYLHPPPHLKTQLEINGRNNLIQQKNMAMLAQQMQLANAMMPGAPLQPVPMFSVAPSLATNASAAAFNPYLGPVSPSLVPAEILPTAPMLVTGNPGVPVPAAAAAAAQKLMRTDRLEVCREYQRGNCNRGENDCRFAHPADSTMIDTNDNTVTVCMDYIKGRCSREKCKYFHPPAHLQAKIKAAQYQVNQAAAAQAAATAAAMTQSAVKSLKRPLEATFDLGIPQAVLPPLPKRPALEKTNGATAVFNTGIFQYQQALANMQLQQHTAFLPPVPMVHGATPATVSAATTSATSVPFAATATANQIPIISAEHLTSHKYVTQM
#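 TR-FRET between His-tagged MBNL1 and biotin-(CUG)12 RNA, detected with Tb anti-His antibody (0.055 ng/ul) and streptavidin-XL665 (5 nM), 60 min at room temperature. Compounds titrated 92 nM to 58 uM; 665/545 nm ratio normalized to buffer and complex controls.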
# NPC1 promoter act – qHTS Assay for NPC1 Promoter Activators; AID 485313, 2010; Potency, µM (titrated, usually from 9.22 µM), inactives show at the highest dose activation, hits mostly activators; Huh7 NPC1 promoter luciferase reporter, 24 h; hit rate 2.4% among 320,000;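 also: % of control where 0% means no effect; nearly all actives have a fitted effect of over 60% in size; reporter is driven by a mutant NPC1 promoter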
#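 Luciferase expression driven by the NPC1 promoter was measured in stably transfected Huh7 cells after a 24 h compound incubation, using a luciferase reagent and a luminescence read.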
# RORgamma inh – qHTS for inhibitors of ROR gamma transcriptional activity. hit rate 5.4% among 310,000. Potency, µM (series often up to 53.6 µM), inactives show top-dose activity change, negative = inhibition, most hits filed as inhibitors. Nuclear receptor ROR-gamma (Mus musculus), P51450. Drosophila S2 Gal4-RORgamma UAS-luciferase reporter, 20 h; also: % is scaled to controls: 0 for no effect and ±100 for the full control effect; nearly all actives have a fitted effect of over 60% in size
#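 Stably transfected Drosophila Schneider cells are the test system, with ROR gamma fused to Gal4 and luciferase under UAS control; luminescence is read after 20 hr of 700 uM copper sulfate induction at ambient temperature.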
# FLuc modulator – qHTS profiling assay for firefly luciferase inhibitor/activator using purifed enzyme and Km concentrations of substrates (counterscreen for miR-21 project); Luciferin 4-monooxygenase (Photinus pyralis), P08659; purified FLuc, Km substrates, luminescence inhibition; Potency, µM (doses to about 57.5 µM), for inactives: at the top dose activity change, negative = inhibition, hits mostly inhibitors; hit rate 6.9% among 360,000;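 also: plate controls were vehicle for no effect and reference inhibitor for full effect; nearly all actives have a fitted effect of over 55% in size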
# Target sequence (P08659 whole entry, looked up): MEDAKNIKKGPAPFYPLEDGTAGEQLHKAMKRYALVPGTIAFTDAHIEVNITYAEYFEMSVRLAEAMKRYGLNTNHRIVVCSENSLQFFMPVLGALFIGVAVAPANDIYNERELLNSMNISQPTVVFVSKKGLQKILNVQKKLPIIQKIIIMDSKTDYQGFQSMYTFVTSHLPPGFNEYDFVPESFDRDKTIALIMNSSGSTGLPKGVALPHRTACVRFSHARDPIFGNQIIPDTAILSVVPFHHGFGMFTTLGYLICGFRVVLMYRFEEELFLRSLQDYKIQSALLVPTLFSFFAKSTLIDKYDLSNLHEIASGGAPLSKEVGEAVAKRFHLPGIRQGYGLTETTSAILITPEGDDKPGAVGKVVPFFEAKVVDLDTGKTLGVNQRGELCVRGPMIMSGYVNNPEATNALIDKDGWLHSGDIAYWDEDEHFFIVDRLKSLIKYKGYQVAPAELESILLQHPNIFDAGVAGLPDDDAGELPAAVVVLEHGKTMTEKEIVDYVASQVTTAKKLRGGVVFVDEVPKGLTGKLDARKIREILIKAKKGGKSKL
#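 Purified P. pyralis luciferase (10nM final) with 10uM D-luciferin and 10uM ATP (Km levels) in 50mM Tris acetate pH 7.5, 10mM Mg acetate, 0.01% Tween-20, 0.05% BSA; qHTS 6-point titration, ~60 µM downward; luminescence read.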
# p53 reactivation – qHTS assay for re-activators of p53 using a Luc reporter; H1299 p53-A138V BP100-luciferase reporter, luminescence, 24 h; hit rate 0.063% among 320,000; Potency, µM (highest dose often 92.2 µM), for inactives: at the top dose activity change, positive = activation, hits mostly activators; also: % of control where 0% means no effect; nearly all actives have a fitted effect of over 45% in size
#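 p53-null H1299 cells stably carrying temperature-sensitive p53-A138V and a BP100-luciferase reporter were pinned with compounds (4-point, 1:5 series) and held 24 hrs at 37 deg C. Luminescence was read 10 min after detection reagent.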
# uPA generation – qHTS for Inhibitors of Cell Surface uPA Generation | cell surface uPA generation assay, qHTS | Potency, µM (highest dose often 38.3 µM), for inactives: at the highest dose activity change, negative = inhibition, most hits filed as inhibitors | hit rate 0.31% among 330,000; active = well fitted inhibition curve with a large enough effect; inconclusive = small, poorly fitted or top-dose-only effect; inactive = no such curve, though single readings can be large or run the other way; tested in mouse RAW 264.7 cells; also: % is scaled to controls: 0 for no effect and ±100 for the full control effect; nearly all actives have a fitted effect of over 55% in size
# Active calls of the source: *; u = inconclusive; x = not tested or not shown; & = joins results of further samples; ! = a repeat was not active; [ ] = dose if it differs, or a comment. Unless noted, calls follow the shape of the dose curve; as a rule, active = well fitted curve in the direction sought with a large enough effect; inconclusive = small, poorly fitted or top-dose-only effect, or another doubt; inactive = no such curve, though single readings can be large; an effect the other way counts as inactive or inconclusive. Potency is read from the fitted curve at half-maximal effect.
item	Compound	BRCA1 expr up	FLuc modulator	p53 reactivation	ELG1 genotoxic	Rab9 promoter act	NPC1 promoter act	uPA generation	MBNL1 CUG block	Gal4-VP16 FLuc	RORgamma inh
1	CCc1ccc(NC(=O)CSc2nc(=O)n(CCCN3CCOCC3)c3c2CCC3)cc1	-33%	2%	5%	1%	-2%	1%	-30%	x	x	x
2	Nc1sc(-c2ccccc2)cc1C(=O)O	x	-20%	18%	26%	9%	14%	x	-9%	u	u
3	N#C/C(C(=O)c1ccccc1)=C1/CCCN1	31%	-1%	12%	5%	7%	0%	2%	-10%	-5%	u
4	CCN(CC)CCCN1C(=O)C(O)=C(C(=O)c2ccc(C)o2)C1c1ccc(C)o1 (stereo not given)	-2%	-3%	-3%	4%	2%	-5%	-6%	7%	6%	-27%
5	Cc1ccc(N2C(=O)N3[C@H](c4ccc(Br)cc4)[C@@H]4C(=O)N(C(C)(C)C)C(=O)[C@@H]4[C@]3(C)C2=O)cc1	-26%	2%	4%	-2%	3%	-7%	12%	-4%	-10%	14%
6	Cc1ccc(C(=O)Nc2ccc3c(c2)CCC3)cc1	u	0.38µM*	-1%	0.18µM*	0.32µM*	u	u	-7%	u	-30%
7	CN(C)C(=O)c1ccc(NC(=O)CSc2nnc(-c3ccc4c(c3)OCO4)o2)cc1	3%	1%	-8%	7%	0%	7%	-10%	x	x	x
8	COC(=O)[C@H](Cc1ccccc1)NC(=O)Nc1ccc(OC)cc1	-2%	-3%	2%	3%	1%	-2%	-2%	4%	-3%	0%
9	O=C(COC(=O)c1cc(=O)[nH]c2ccccc12)NCc1cccc(Cl)c1	-24%	2%	3%	0%	1%	-2%	8%	x	x	x
10	COCCSc1nnc(NC(=O)CSCc2ccccc2)s1	5%	4%	-4%	-2%	-1%	1%	3%	11%	u	7.9µM*

# Part of the list above in order of molar mass, descending:
item	Compound	BRCA1 expr up	FLuc modulator	p53 reactivation	ELG1 genotoxic	Rab9 promoter act	NPC1 promoter act	uPA generation	MBNL1 CUG block	Gal4-VP16 FLuc	RORgamma inh
5	Cc1ccc(N2C(=O)N3[C@H](c4ccc(Br)cc4)[C@@H]4C(=O)N(C(C)(C)C)C(=O)[C@@H]4[C@]3(C)C2=O)cc1	-26%	2%	4%	-2%	3%	-7%	12%	-4%	-10%	14%
7	CN(C)C(=O)c1ccc(NC(=O)CSc2nnc(-c3ccc4c(c3)OCO4)o2)cc1	3%	1%	-8%	7%	0%	7%	-10%	x	x	x
4	CCN(CC)CCCN1C(=O)C(O)=C(C(=O)c2ccc(C)o2)C1c1ccc(C)o1 (stereo not given)	-2%	-3%	-3%	4%	2%	-5%	-6%	7%	6%	-27%
10	COCCSc1nnc(NC(=O)CSCc2ccccc2)s1	5%	4%	-4%	-2%	-1%	1%	3%	11%	u	7.9µM*
6	Cc1ccc(C(=O)Nc2ccc3c(c2)CCC3)cc1	u	0.38µM*	-1%	0.18µM*	0.32µM*	u	u	-7%	u	-30%

# Continuation:
item	Compound	BRCA1 expr up	FLuc modulator	p53 reactivation	ELG1 genotoxic	Rab9 promoter act	NPC1 promoter act	uPA generation	MBNL1 CUG block	Gal4-VP16 FLuc	RORgamma inh
11	Cc1cc(C)c(Cn2cnc(-c3ccc([N+](=O)[O-])cc3)c2)c(C)c1	-14%	3%	-3%	-11%	-19%	-17%	-24%	9%	-23%	44%
12	CCOC(=O)C1C(c2cccc([N+](=O)[O-])c2)C2C(=O)NN=C2CC1(C)O (stereo not given)	-2%	3%	4%	-7%	-3%	-7%	6%	10%	-2%	6%
13	CCC(=O)NC(c1ccco1)c1cc(Cl)c2ccccc2c1O (stereo not given)	9%	-2%	-5%	2%	-3%	-2%	-7%	x	x	x
14	CC1CN(c2ccccc2)CCN1C(=O)c1cc(COc2c(F)cccc2F)on1 (stereo not given)	-1%	0%	2%	-1%	-1%	-2%	-6%	4%	-6%	6%
15	CCCCCOc1ccccc1C(=O)NCCCCCC(=O)O	0%	1%	0%	-4%	-3%	2%	0%	3%	2%	8%
16	Cc1nc(C)c(-c2csc(Nc3ccc(F)cc3)n2)s1	30%	u	u	23%	u	12%	2%	9%	-3%	14%
17	COc1ccc2nc(NC(=O)CSc3nnc4n3C(C)(C)Cc3ccccc3-4)sc2c1	1%[1.84 µM]	6.7µM*	1%	u	8%	-4%	-1%	42%[activator]	20%	-5%
18	CC1CCN(C(=O)c2ccc(S(=O)(=O)Cc3cc(F)ccc3F)c([N+](=O)[O-])c2)CC1	-63%	-1%	1%	-11%	2%	-1%	-24%	29%	u	u
19	CCc1cc(C(=O)NNC(=O)c2csc(N3CCOCC3)n2)sc1C	-7%	-3%	1%	0%	-1%	-4%	1%	x	x	x
20	Cc1ccc2[nH]c(=O)c(CN(Cc3cccnc3)C(=O)c3ccncc3)cc2c1	-65%	3%	-6%	-1%	-8%	-3%	x	-11%	-7%	-8%
21	CCOc1ccc(S(=O)(=O)NCc2ccccn2)c(C)c1C	-4%	-3%	-5%	-2%	1%	1%	2%	-5%	-18%	-39%
22	CC1CN(C(=O)C2CC(=O)N(c3ccc(Cl)cc3)C2)CC(C)O1 (stereo not given)	-11%	0%	4%	0%	0%	1%	2%	1%	4%	-3%
23	CCC1=Nc2cc(C(=O)NCC3CCCO3)ccc2Sc2ccc(Br)cc21 (stereo not given)	-56%	-13%	x	x	-3%	-22%	u	0%	-5%	11%
24	COc1ccc2c(/C=N/NS(=O)(=O)c3ccc(C)cc3)c[nH]c2c1	-13%	-19%	4%	0%	-3%	-1%	7%	x	0%	-10%
25	CCCCCCCCNC(C)C(O)c1ccc(SC(C)C)cc1 (stereo not given)	-38%	2%	-4%	9%	1%	0%	-3%	19%	u	11µM*!
26	COc1cc(NS(=O)(=O)c2ccc3c(c2)n(C)c(=O)n3C)cc(OC)c1	-44%	2%	-2%	8%	-3%	2%	-11%	-6%	-5%	25%
27	CN(C)CCCNCCCNC(=O)c1ccco1	-17%&4%	-1%	-5%	-2%	7%	-1%	4%&5%	-8%	-5%	0%
28	CCn1c(=N)n(CC(=O)c2ccc(Cl)c(Cl)c2)c2ccccc21	23%	u	25%	15%	4µM*	4.5µM*	0%	-1%	4%	-45%
29	CCn1c2ccccc2c2cc(NC(=O)CSc3nnc(-c4cccc(F)c4)o3)ccc21	-44%	5%	-7%	-7%	0%	-1%	-14%	46%[activator]	9%	-5%
30	Cc1occc1C(=O)N(Cc1nc(-c2ccccc2)no1)C(C)C	0%	0%	2%	4%[9.26 µM]	-1%	-1%	11%	5%	-2%	0%
31	Cc1cc(C(F)F)nn1CC(=O)NC1C(=O)N2C(C(=O)O)=C(CSc3nnnn3C)CSC12 (stereo not given)	2%	-2%	6%	3%	-6%	-1%	3%	-4%	-4%	-15%
32	O=C(C1CCN(S(=O)(=O)c2ccc(Cl)cc2)CC1)N1CCOCC1	5%[1.84 µM]	1%	1%	3%	0%	5%	1%	-9%	1%	2%
33	Cc1cc(C)cc(NC(=O)Cc2ccc(S(=O)(=O)N3CCCC3)s2)c1	-52%	-13%	-7%	-1%	-6%	-4%	6%	x	x	x
34	CC(=O)Nc1cc2nc(C)n(Cc3ccccc3[N+](=O)[O-])c2nc1C	-4%	0%	0%	-2%	5%	-3%	3%	13%	8%	0%
35	COc1ccc(-c2csc(NC(=O)C3CCCO3)n2)cc1 (stereo not given)	66%	21µM*	u	u	4µM*	u	0%	4%	6%	23%
36	CCc1ccc(OCCOCC(O)CNC2CCCC2)cc1 (stereo not given)	-17%	2%	-5%	-1%	-5%	-1%	-6%	2%	-2%	-12%
37	CCS(=O)(=O)C1=NSC2=NC(=O)/C(=C\c3ccc(OC(=O)c4ccco4)cc3)C(=N)N21	17%	u	6%	0%	3%	-1%	-1%	6%	15%	-11%
38	COC(=O)c1c(C(=O)OC)c(-c2ccc(C)cc2)n2c1CS(=O)(=O)C2	-10%	0%	-1%	-4%	3%	-1%	0%	-10%	-2%	28%
39	COc1ccc(CCN=C(N)NS(=O)(=O)c2ccccc2)cc1OC	37%	5%	-2%	0%	0%	-2%	1%	-15%	-9%	30%
40	Cc1ccc(-c2nc3c(c(=O)[nH]c(=O)n3CC(C)C)n2CC(C)C)cc1[N+](=O)[O-]	-39%	2%	0%	-5%	-2%	-8%	-6%	5%	3%	-30%
41	Cc1cc(C(=O)COC(=O)C2=NNC(=O)CC2)c(C)n1CCc1ccccc1	-1%	-19%	-2%	-5%	10%	-1%	21%	4%	8%	0%

# Source: PubChem (National Center for Advancing Translational Sciences (NCATS))
